CendR NRP1 mod = modulators of CendR peptide binding to NRP-1, primary screen, biochemical, fluorescence polarization, uHTS | AID 602438, 2012 | Neuropilin-1 (Homo sapiens), O14786 | 0.85% of 360,000 active | inhibition, % at 25 µM | FAM-RPARPAR peptide binding to NRP-1;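 active = inhibition or corrected inhibition above about 18%, plus a signal ratio from 0.5 to 1.5, limit read from the data, passing the limit was not always enough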; note: strong numbers were not always called active
NadD block = inhibitors of S. aureus NadD, primary screen, biochemical, colorimetric, uHTS | purified NadD enzyme, colorimetric absorbance read-out | inhibition, % at 20 µM | 0.78% of 360,000 active | AID 602399, 2012; in the data active = inhibition above about 26%; note: some compounds past the cut are filed as inactive
STEP block = STEP phosphatase inhibitors, primary screen, biochemical, fluorescence intensity, uHTS; inhibition, % at 20 µM; recombinant STEP, OMFP fluorogenic substrate; 0.25% of 360,000 active; Tyrosine-protein phosphatase non-receptor type 5 (Homo sapiens), P54829;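 active = inhibition at 20 µM, scaled per plate between control wells, above about 37%, limit read from the data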;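 note: 0% = DMSO with enzyme and substrate and 100% = substrate only without enzyme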
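Assay system: isolated STEP enzyme / Timing: 20 min at room temperature, dark / Doses: 20 µM, 1% DMSO / Technique: fluorescence intensity, excitation 480 nm, emission 540 nm / Reagent: fluorogenic phosphatase substrate OMFP at 25 µM final / Measure: percent inhibition scaled to no-enzyme and uninhibited-enzyme controls, plate-pattern corrected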
DNMT1 inh = human DNMT1 methyltransferase inhibitors, primary screen, biochemical, molecular beacon, fluorescence, HinP1I cleavage, uHTS | 0.83% of 360,000 active | inhibition (reported as % activation of signal), % at 10 µM; in the data active = inhibition above about 50%
LMPTP inh = LMPTP phosphatase inhibitors, primary screen, biochemical, fluorescence intensity, uHTS. Low molecular weight phosphotyrosine protein phosphatase (Homo sapiens), P24666. recombinant LMPTP-A, OMFP fluorogenic substrate. inhibition, % at 20 µM. 0.22% of 360,000 active;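 active = compounds that cut the enzyme signal by at least half of the control window in the single-dose screen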;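 note: plate controls were DMSO wells with enzyme plus substrate for no effect and substrate without enzyme for full effect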
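Test system: LMPTP-A phosphatase enzyme. Amount: LMPTP-A at 0.625 nM final in the reaction. Reagent: OMFP substrate, 400 µM final. Times: 50 min at room temperature. Signal: endpoint fluorescence intensity from OMFP dephosphorylation. Read-out basis: % inhibition. Benchmarks: no-enzyme and uninhibited controls.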
Tb MetRS inh = T. brucei MetRS inhibitors, primary screen, biochemical, luminescence. purified T. brucei MetRS, ATP depletion, Kinase-Glo luminescence. AID 624268, 2012. 0.4% of 360,000 active. inhibition, % at 11.9 µM. methionyl-tRNA synthetase (Trypanosoma brucei brucei);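 active = inhibition above a per-plate cutoff of the control wells' mean inhibition plus 3 SD, cut at about 5.5% in these data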;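 note: 0% = DMSO wells median and 100% = median of wells with control inhibitor compound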
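assay system = parasite MetRS enzyme | timing = 15 min preincubation, 2 h reaction, all 25 °C | evaluation = percent inhibition relative to median high and low control wells | medium = HEPES buffer containing pyrophosphatase, BSA, spermine, DTT | compound = single dose, 11.9 µM final nominal, 0.9% final DMSO | detection = Kinase-Glo luminescence, ATP depletion format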
SUMO1 PPI mod = modulators of SUMO1 protein-protein interactions, primary screen, biochemical, uHTS | Small ubiquitin-related modifier 1 (Homo sapiens), P63165 | SUMO1 binding to a labelled peptide, TR-FRET, 1 h | inhibition, % at 20 µM | 0.33% of 360,000 active; in the data active = inhibition above about 37%
Target sequence (P63165 whole entry, looked up): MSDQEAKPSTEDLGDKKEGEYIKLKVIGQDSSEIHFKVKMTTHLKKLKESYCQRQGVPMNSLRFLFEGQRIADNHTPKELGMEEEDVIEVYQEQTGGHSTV
SKN-1 inh = suppressors of acrylamide-induced Pgst-4::GFP reporter in worms, primary screen, SKN-1 inhibitor project, whole organism, uHTS, GFP/RFP fluorescence ratio, strain VP596; C. elegans VP596 Pgst-4::GFP/RFP ratio, 24 h; inhibition, % at 21.8 µM; 0.49% of 360,000 active;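 active = interference check ratio from 0.5 to 1.5 plus GFP to RFP signal ratio inhibition reaching or exceeding a fixed threshold, cut at about 30% in these data, passing the limit was not always enough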; note: some compounds called inactive have numbers as strong as hits
Neddylation inh = inhibitors of cullin neddylation, primary screen, biochemical, TR-FRET, uHTS, NAE and Ubc12 | NEDD8-conjugating enzyme Ubc12 (Homo sapiens) + NEDD8-activating enzyme E1 regulatory … | calls only at 25 µM | 0.58% of 360,000 active | AID 651699, 2012; in the data active = inhibition above about 36%
Target sequence (P61081 whole entry, looked up): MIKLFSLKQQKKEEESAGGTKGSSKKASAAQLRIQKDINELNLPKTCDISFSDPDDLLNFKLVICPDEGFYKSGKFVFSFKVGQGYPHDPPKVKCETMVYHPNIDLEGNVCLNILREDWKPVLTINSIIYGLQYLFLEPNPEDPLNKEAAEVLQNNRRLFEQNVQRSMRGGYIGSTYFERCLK
Target sequence (Q13564 whole entry, looked up): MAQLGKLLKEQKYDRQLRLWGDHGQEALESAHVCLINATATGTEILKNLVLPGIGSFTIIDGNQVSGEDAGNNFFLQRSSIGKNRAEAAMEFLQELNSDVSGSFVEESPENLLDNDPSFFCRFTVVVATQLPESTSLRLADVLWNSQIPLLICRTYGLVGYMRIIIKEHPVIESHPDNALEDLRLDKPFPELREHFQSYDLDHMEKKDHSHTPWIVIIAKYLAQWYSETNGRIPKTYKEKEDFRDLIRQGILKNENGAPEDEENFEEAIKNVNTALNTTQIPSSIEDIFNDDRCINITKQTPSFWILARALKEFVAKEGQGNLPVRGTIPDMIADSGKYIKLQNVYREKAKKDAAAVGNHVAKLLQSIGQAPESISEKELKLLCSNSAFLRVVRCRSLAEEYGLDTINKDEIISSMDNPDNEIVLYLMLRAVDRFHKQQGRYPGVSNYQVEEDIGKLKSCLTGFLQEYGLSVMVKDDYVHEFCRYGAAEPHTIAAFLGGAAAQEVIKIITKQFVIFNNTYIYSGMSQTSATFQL
Scp1 inh = Scp-1 phosphatase inhibitors, primary screen, biochemical, colorimetric, uHTS. Carboxy-terminal domain RNA polymerase II polypeptide A small phosphatase 1 (Homo …. Recombinant Scp1, phosphopeptide, malachite green phosphate absorbance. inhibition, % at 20 µM. 0.88% of 340,000 active. AID 493091, 2011;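 active = inhibition above about 50% at 20 µM, limit read from the data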;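 note: plate controls were DMSO wells with enzyme for no effect and wells lacking enzyme for full effect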
Target sequence (Q9GZU7 76-261 limits assumed): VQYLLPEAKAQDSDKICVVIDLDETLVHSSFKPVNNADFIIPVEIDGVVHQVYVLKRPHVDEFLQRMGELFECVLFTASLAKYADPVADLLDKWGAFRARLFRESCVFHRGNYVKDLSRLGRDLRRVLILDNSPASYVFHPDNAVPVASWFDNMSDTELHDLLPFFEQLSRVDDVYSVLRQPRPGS
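Test system: SCP-1 phosphatase catalytic domain, residues 76-261; measured by: colorimetric phosphate reagent with accelerator and stabiliser, absorbance at 630 nm; timing: enzyme reaction 45 min at room temperature, colour 5 min, stabilisation 30 min; also added: Phosphorylated 17-residue peptide substrate; compound dosing: one concentration, 20 µM, with 1.0% DMSO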
Starred values were filed as active, the others as inactive; i = inactive; . = no result given.

SMILES	CendR NRP1 mod	NadD block	STEP block	DNMT1 inh	LMPTP inh	Tb MetRS inh	SUMO1 PPI mod	SKN-1 inh	Neddylation inh	Scp1 inh
CC1(C)Cc2cccc(OCC(=O)N3CCN(c4cccc(Cl)c4)CC3)c2O1	-3	-4	2	5	2.4	-0.3	6	6	i	-8
C=C[C@@H]1c2ccccc2N(S(=O)(=O)c2ccc(C)cc2)[C@H](c2ccccc2C(F)(F)F)C1(C#N)C#N	5	-2	1	2	0.8	0.3	-1	19	i	-11
C(=N\c1nc2ccccc2n1CCN1CCOCC1)/c1cccs1	-1	-5	-4	2	8.4	0.2	-5	18	i	-3
COc1ccc(OCCNS(=O)(=O)c2ccc3oc4ccccc4c3c2)cc1	11	12	-10	-3	-0.3	0.0	-2	7	i	-10
CCCCn1c(N)c(N(CC(C)C)C(=O)CSCc2ccc(Cl)c(Cl)c2)c(=O)[nH]c1=O	-8	-5	-1	-2	0.7	-0.6	4	10	i	-1
COc1ccc(Cl)cc1NC(=O)c1noc2c1CCCC2	-15	-13	-2	-1	1.6	-0.2	-1	21	.	-12
CSc1nsc(SC)c1-c1ccc(Cl)cc1	1	-1	4	9	1.0	-0.1	7	-6	i	.
CC1(C)CC(=O)C2=C(C1)NC(=O)NC2c1ccccc1 (stereo not drawn)	0	3	2	2	-1.3	-0.1	-1	6	i	-1
CCN(CC)c1ccc(C=C2C(=O)OC3(CCCC3)OC2=O)cc1	-54	5	-2	9	-0.1	0.0	-10	27	i	-5
CCOC(=O)/C(=C/c1ccco1)NC(=O)c1ccc(Br)o1	0	0	0	-1	-2.2	0.1	-5	6	i	-11
CCOC(=O)C1=C(C)NC(=O)NC1c1ccc2c(c1)OCO2 (stereo not drawn)	12	-1	0	0	0.3	0.0	0	-2	i	17
O=C(COc1ccccc1[N+](=O)[O-])N/N=C/c1ccccn1	-6	-2	-1	-1	-2.6	-0.3	-3	1	i	0
CC(Oc1ccc(F)cc1)C(=O)Nc1nc(-c2ccccn2)cs1 (stereo not drawn)	-9	-1	-3	-11	1.7	-0.3	5	8	i	-3
S=C(Nc1ccc(Oc2ccccc2)cc1)NC1CCCCCC1	6	4	-1	-3	2.2	1.2	1	-14	i	-5
Cc1cc(C)cc(NC(=O)C2CC(=O)n3ncnc3N2)c1 (stereo not drawn)	-3	-3	-3	0	-1.2	-0.7	0	3	i	-9
CC1CC(OC(=O)C2CCN(S(=O)(=O)c3ccc(F)cc3)CC2)C(=O)O1 (stereo not drawn)	1	-2	-1	1	-1.5	0.0	-1	-1	i	-11
Nn1c(Cc2cccc3ccccc23)nnc1SCc1ccc(Cl)c(Cl)c1	0	10	-2	-9	4.6	-1.2	0	-4	i	10
CCOc1ccc(OCc2cccc(C(=O)N3CCCCCC3)c2)cc1	0	0	-2	5	0.7	-0.3	1	15	i	-3
CCCc1[nH]nc2c1C(c1ccc(OC)cc1OC)C(C#N)=C(N)O2 (stereo not drawn)	-9	2	0	-10	-0.6	0.0	-1	-23	i	-4
CCOC(=O)C1CCCN(C(=S)NC2CCCCC2)C1 (stereo not drawn)	-2	6	3	2	-2.2	-0.3	3	7	i	4
Cc1ccc(CNCC(=O)Nc2cccc(S(=O)(=O)NC3=NCCCCC3)c2)cc1	7	-7	0	0	-1.8	0.0	3	0	i	-12
CC(=O)c1ccc(N2CCN(C(=O)C(=O)c3cn(CC(=O)N4CCCCCC4)c4ccccc34)CC2)cc1	5	9	4	-5	0.2	-0.7	-4	-1	i	-2
Cc1ccc(/C=c2/sc3n(c2=O)CCCN=3)o1	-14	1	2	-2	-0.1	-0.8	-14	6	i	-7
O=C(NNC(=O)c1ccc(Cn2cccn2)o1)NC12CC3CC(CC(C3)C1)C2	-3	0	1	-1	0.8	0.1	8	8	i	-2
CC(C)CC1=NN(C(=O)c2cccnc2)C(O)(C(F)(F)F)C1 (stereo not drawn)	-5	-4	-5	-4	-1.4	-0.1	3	16	i	-9

Looked up above.
CC(C)CC1=NN(C(=O)c2cccnc2)C(O)(C(F)(F)F)C1 (stereo not drawn) @ NadD block: -4
C(=N\c1nc2ccccc2n1CCN1CCOCC1)/c1cccs1 @ DNMT1 inh: 2

7 compounds drawn at random from the list so far, as already listed:
SMILES	CendR NRP1 mod	NadD block	STEP block	DNMT1 inh	LMPTP inh	Tb MetRS inh	SUMO1 PPI mod	SKN-1 inh	Neddylation inh	Scp1 inh
CC1(C)Cc2cccc(OCC(=O)N3CCN(c4cccc(Cl)c4)CC3)c2O1	-3	-4	2	5	2.4	-0.3	6	6	i	-8
COc1ccc(OCCNS(=O)(=O)c2ccc3oc4ccccc4c3c2)cc1	11	12	-10	-3	-0.3	0.0	-2	7	i	-10
Cc1cc(C)cc(NC(=O)C2CC(=O)n3ncnc3N2)c1 (stereo not drawn)	-3	-3	-3	0	-1.2	-0.7	0	3	i	-9
CCOC(=O)C1=C(C)NC(=O)NC1c1ccc2c(c1)OCO2 (stereo not drawn)	12	-1	0	0	0.3	0.0	0	-2	i	17
CC(=O)c1ccc(N2CCN(C(=O)C(=O)c3cn(CC(=O)N4CCCCCC4)c4ccccc34)CC2)cc1	5	9	4	-5	0.2	-0.7	-4	-1	i	-2
CC1CC(OC(=O)C2CCN(S(=O)(=O)c3ccc(F)cc3)CC2)C(=O)O1 (stereo not drawn)	1	-2	-1	1	-1.5	0.0	-1	-1	i	-11
O=C(NNC(=O)c1ccc(Cn2cccn2)o1)NC12CC3CC(CC(C3)C1)C2	-3	0	1	-1	0.8	0.1	8	8	i	-2

(list continues)
SMILES	CendR NRP1 mod	NadD block	STEP block	DNMT1 inh	LMPTP inh	Tb MetRS inh	SUMO1 PPI mod	SKN-1 inh	Neddylation inh	Scp1 inh
O=C(COC(=O)CNC(=O)c1ccccc1)Nc1ccc2c(c1)OCO2	-14	1	-1	1	-0.1	-0.1	1	3	i	-1
O=S(=O)(c1ccc(S(=O)(=O)n2cnc3ccccc32)cc1)N1CCCCCC1	-7	6	2	3	-2.1	-0.1	-3	8	i	-6
CCC(C)NC(=O)COC(=O)c1cccnc1Nc1ccccc1F (stereo not drawn)	0	-3	-1	3	-0.8	0.0	3	4	i	-3
Cn1c2c(c(=O)n(C)c1=O)C(NC(=O)C(C)(C)C)(C(F)(F)F)C(=O)N2 (stereo not drawn)	-6	5	0	2	-0.1	0.2	2	9	i	-5
CSc1ccc(CN2CCC2(C)C(=O)Nc2ccc(C)c(O)c2)cc1 (stereo not drawn)	-7	0	-1	0	-0.8	0.0	-5	10	i	.
O=S(=O)(NCCc1cn2ccccc2n1)c1ccc(-c2ccccc2)cc1	-2	-5	0	-2	0.5	0.4	3	5	i	1
COc1ccccc1CNC(=O)COC(=O)c1ccccn1	-4	-7	4	0	-0.2	-0.2	4	14	i	-1
Cc1cccc(NC(=O)c2ccc(COc3ccccc3[N+](=O)[O-])o2)n1	2	-1	-1	0	0.0	0.1	-8	18	i	-1
O=C(CNC(=O)c1ccc(Br)cc1)NCCc1nc2ccccc2[nH]1	-1	-6	0	-1	-2.3	4.2	-1	11	i	-4
COc1ccccc1N(C(=O)CN1C(=O)c2ccccc2S1(=O)=O)C(C(=O)NCC1CCCO1)c1ccc(F)cc1 (stereo not drawn)	0	5	-2	-1	-0.7	-0.3	3	8	i	-5
O=C1CC(c2cccs2)Cc2nc(NC(=O)C3CC3)ncc21 (stereo not drawn)	-2	3	1	3	0.6	0.1	-4	0	i	-5
COc1ccccc1NC(=O)c1ccc(NC(=O)CSc2nc(N)cc(=O)[nH]2)cc1	2	9	-3	-2	0.3	-0.5	2	2	i	-8
COc1ccc(OC)c(Nc2cc(C)nc3ccccc23)c1	0	-10	-2	2	19	0.2	0	10	i	-13
Cc1ccc2nsnc2c1N	0	2	0	-7	-1.4	0.1	-10	-6	i	-3
C[N+]1(CC(=O)Nc2ccccc2Cl)CCN(C(=O)c2cccs2)CC1	12	4	0	-1	-0.1	-0.4	-11	9	i	0
Cc1nn(-c2ccccc2)c(Cl)c1/C=N/Nc1nc2ccccc2[nH]1	-2	3	2	2	3.1	0.4	1	37	i	1
O=C(CCNS(=O)(=O)c1ccccc1)N1CCC(Cc2ccccc2)CC1	0	-4	2	-1	-0.2	-0.2	3	-4	i	-8
CCn1cc(CN2CCC(n3nccc3NC(=O)c3ccccc3C)CC2)cn1	-7	-1	1	2	0.1	-0.3	4	4	i	-8
CCOC(=O)N1CCN(Cc2nc3c(c(=O)[nH]c(=O)n3C)n2Cc2ccccc2C)CC1	0	2	-4	0	-1.3	-0.7	4	14	i	-13
Cc1ccc(-n2ncc3c(N4CCC5(CC4)OCCO5)ncnc32)c(C)c1	-3	-4	-1	-2	-0.1	-0.4	3	-19	i	-2

3 entries already listed, arranged by length of the SMILES, descending.
SMILES	CendR NRP1 mod	NadD block	STEP block	DNMT1 inh	LMPTP inh	Tb MetRS inh	SUMO1 PPI mod	SKN-1 inh	Neddylation inh	Scp1 inh
CC(=O)c1ccc(N2CCN(C(=O)C(=O)c3cn(CC(=O)N4CCCCCC4)c4ccccc34)CC2)cc1	5	9	4	-5	0.2	-0.7	-4	-1	i	-2
CCOC(=O)N1CCN(Cc2nc3c(c(=O)[nH]c(=O)n3C)n2Cc2ccccc2C)CC1	0	2	-4	0	-1.3	-0.7	4	14	i	-13
CC1(C)CC(=O)C2=C(C1)NC(=O)NC2c1ccccc1 (stereo not drawn)	0	3	2	2	-1.3	-0.1	-1	6	i	-1

High-throughput results as filed in PubChem.
